ARNT-TACC3 inh = disrupts binding between human ARNT and TACC3. AlphaScreen His-ARNT PAS-B/GST-TACC3 binding, luminescence; TACC3 fragment carries E629A point mutation. Q9Y6A5. 390,000 compounds, 0.66% hits. AID 623870. inhibition, % at 9.99 µM;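 active means mean inhibition of replicates at least 50% and at least half of replicates each reaching 50%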;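 further: 0% = complete ARNT plus TACC3 wells and 100% = ARNT alone without TACC3; many hits fall short of the cut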
miR-122 sensor = miR-122 inhibition in Huh7 cells | 340,000 compounds, 0.3% hits | activation (reporter increase), % at 12.5 µM | Huh7 miR-122 Renilla luciferase sensor, 48 h; neutral wells = 0, positive control = 100;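 active means mean replicate activation score at least 90 and every replicate individually at or above 90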;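 further: higher luciferase means less miR-122 activity so hits act as miR-122 inhibitors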
C2C12 statin = suppression of simvastatin myotoxicity; C2C12 myotubes + simvastatin, ATP luminescence, 48 h; scaled: DMSO 0, geranylgeraniol control 100; rescue of ATP level, % at 7.49 µM; 330,000 compounds, 0.78% hits; AID 602340;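 active means mean ATP rescue above about 67%, or every replicate alone reaching that limit, limit read from the data, passing the limit was not always enough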;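 further: myotubes were challenged with 10 µM simvastatin during compound exposure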
ERp5 inh = inhibitors of human ERp5; Q15084; ERp5 insulin aggregation, absorbance 650 nm, 90 min; inhibition, % at 9.99 µM; 350,000 compounds, 0.05% hits; AID 651711;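 active means mean replicate inhibition above about 25%, with every replicate also reaching it, limit read from the data, passing the limit was not always enough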
Target sequence (Q15084 whole entry, looked up): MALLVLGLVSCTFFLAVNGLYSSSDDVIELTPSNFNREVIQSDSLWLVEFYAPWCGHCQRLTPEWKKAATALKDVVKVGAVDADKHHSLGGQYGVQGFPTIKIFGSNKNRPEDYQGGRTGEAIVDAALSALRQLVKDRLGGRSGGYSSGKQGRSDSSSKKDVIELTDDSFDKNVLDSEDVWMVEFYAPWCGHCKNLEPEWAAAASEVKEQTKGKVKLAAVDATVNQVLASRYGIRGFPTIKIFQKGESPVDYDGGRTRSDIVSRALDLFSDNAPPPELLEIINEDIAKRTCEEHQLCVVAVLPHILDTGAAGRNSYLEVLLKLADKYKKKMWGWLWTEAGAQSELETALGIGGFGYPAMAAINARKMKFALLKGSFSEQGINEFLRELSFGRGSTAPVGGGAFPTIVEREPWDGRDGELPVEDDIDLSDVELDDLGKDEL
SIRT5 inh = blocks human SIRT5 desuccinylation of peptide | Q9NXA8 | Purified SirT5, succinyl-peptide AMC, trypsin-coupled fluorescence | inhibition, % at 15 µM | 330,000 compounds, 1.1% hits | AID 652115; in the data active means inhibition above about 15%
Target sequence (Q9NXA8 whole entry, looked up): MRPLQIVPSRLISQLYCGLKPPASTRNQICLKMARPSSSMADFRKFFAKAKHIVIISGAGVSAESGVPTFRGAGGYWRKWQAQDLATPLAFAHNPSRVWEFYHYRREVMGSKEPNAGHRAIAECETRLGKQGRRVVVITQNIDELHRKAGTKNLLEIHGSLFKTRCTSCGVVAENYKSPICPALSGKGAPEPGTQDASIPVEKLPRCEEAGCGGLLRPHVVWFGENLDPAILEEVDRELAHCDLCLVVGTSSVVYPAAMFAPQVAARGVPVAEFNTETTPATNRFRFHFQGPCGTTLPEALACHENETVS
Cneo AK release = Cryptococcus neoformans lysis via adenylate kinase release; C. neoformans lysis, adenylate kinase release luminescence, 4 h; normalised: neutral wells 0, clomiphene wells 100; lysis activity, % at 15 µM; 360,000 compounds, 0.2% hits;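 active means mean lysis activity across replicates of at least 80%, whatever share of replicates individually reach that level; inactive means mean lysis activity below 80%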
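read-out = cell lysis signal | test system = log-phase Cryptococcus neoformans yeast cells | input = cells at 5 × 10^6 per mL | medium = fresh YPD growth medium | signal = luminescent adenylate kinase detection reagent | timing = 4 h at 37 °C static, read 1 h later | dosing = single dose | controls = Clomiphene as positive lysis control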
esBAF inh = blocks esBAF chromatin remodeling in mouse ES cells | AID 602393 | reporter increase, % at 12.5 µM | Bmi1-luciferase knock-in reporter, 24 h; 100% = twice the neutral-well signal | 350,000 compounds, 2% hits; in the data active means activation above about 40%;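 further: 0% = median of the plate's neutral control wells and 100% = double that signal; a rise in the Bmi1 reporter signal indicates esBAF inhibition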
* marks the source's active call; other numbers are inactive results; x = no result given; & = joins results of further samples; [ ] = dose if it differs, or a comment. Random draw from the library, and some 4% of all compounds hit somewhere here.

1	O=C(O)CCCC(=O)Nc1ccccc1Br
2	COc1ccc(-c2ccc3c(c2)[C@@H]2[C@@H](CCN2C(=O)Cc2ccccc2)[C@H](CO)N3C)cc1
3	O=C(CCCc1ccccc1)Nc1ccnn1C1CCN(Cc2ccc(CO)o2)CC1
4	CCOc1ccccc1NC(=O)CSc1ccc2nnc(-c3cccnc3)n2n1
5	Cc1cccc(NC(=O)c2ccc3[nH]c(=O)c(=O)[nH]c3c2)n1
6	C[C@H](NC(=O)c1nc[nH]c1C(=O)NCC(=O)OC(C)(C)C)C(=O)OCc1ccccc1
7	O=[N+]([O-])c1ccc(/C=[N+](\[O-])CCO)o1
8	CCOC(=O)N1CCC(NC(=O)CN2C(=O)CSc3ncccc32)CC1
Compound	1	2	3	4	5	6	7	8
ARNT-TACC3 inh	-6	8	3	33	0	2	-14	-2
miR-122 sensor	-4	13[16.7 µM]	-3	x	3	0	x	-6
C2C12 statin	71*	15	0	x	2	3	16	-5
ERp5 inh	x	x	4	-5	0	6	-1	-1
SIRT5 inh	x	x	-4	-4	-2	4	-2	x
Cneo AK release	3	-4	3	x	0	3	0	-1
esBAF inh	-9	11	-1	x	-6	2	-5	-2

9	Cc1cccc(-c2nc(S(=O)(=O)c3ccccc3)c(N3CCOCC3)o2)c1
10	Cc1ccc(/C=N/NC(=O)Cc2cccs2)o1
11	O=C(NCc1ccco1)C1CCCN(S(=O)(=O)c2cccc3cccnc23)C1 (configuration not stated)
12	COc1ccccc1C(=O)N/C(=C\c1ccccc1)C(=O)NC(Cc1ccccc1)C(=O)O (configuration not stated)
13	Cc1ccc(CCNC(=O)CNS(=O)(=O)c2ccc3nc(C)sc3c2)cc1
14	CC(C)C[C@H](NC(=O)c1nc[nH]c1C(=O)N1CCc2ccccc2C1)C(=O)OC(C)(C)C
15	CC1CCCCN1CCNC(=O)C1CCN(S(=O)(=O)N2CCCCC2)CC1 (configuration not stated)
16	CC(C)n1cc(/C=C2/NC(=O)NC2=O)c2ccccc21
Compound	9	10	11	12	13	14	15	16
ARNT-TACC3 inh	2	1	x	-3	-8	8	-3	-11
miR-122 sensor	x	x	2	-4	0	3	5	-2
C2C12 statin	-3	x	2	1	2	-3	-1	x
ERp5 inh	-2	0	-2	4	-10	-2	x	1
SIRT5 inh	-2	0	x	70*	-2	x	x	-2
Cneo AK release	-3	x	-3	0	0	-1	0	x
esBAF inh	-3	x	-2	-4	-3	2	4	x

17	Cc1ccc(S(=O)(=O)N2CCCOC2CNC(=O)C(=O)NCCCn2ccnc2)cc1 (configuration not stated)
18	Cc1ccccc1OCC(=O)NCCc1nc2ccccc2[nH]1
19	c1ccc(C2=NC(c3ccccc3)CC2)cc1 (configuration not stated)
20	CC1CCc2cc(F)ccc2N1C(=O)CSc1nnc2c3cc(F)ccc3n(C)c2n1 (configuration not stated)
21	CCOC(=O)c1cnc2c(C)c(Cl)ccc2c1N1CCOCC1
22	O=C(O)[C@@H]1[C@@H](CO)[C@@H]2Cn3c(ccc(-c4ccccc4)c3=O)[C@@H]2N1CCc1ccccc1
23	CC(C)c1ccccc1OCCCN1CCCC1
24	Cc1ccccc1NC(=O)NCCCN1CCN(C2CCCCC2)CC1
Compound	17	18	19	20	21	22	23	24
ARNT-TACC3 inh	78*	0	x	x	-5	12	9	0
miR-122 sensor	x	1	20	-2	0	-2[16.7 µM]	x	-5
C2C12 statin	x	-5	2	-5	2	-7	3	0
ERp5 inh	7	-3	-2	x	-2	x	5	x
SIRT5 inh	-1	-2	-3	x	x	-3	0	x
Cneo AK release	x	1	-3	-2	-1	11	3	-4
esBAF inh	x	3	31	2	-2	-1	2	-5

25	COc1ccc(S(=O)(=O)Nc2ccc3c(c2)C(=O)N([C@@H](C)CO)C[C@@H](C)[C@H](CN(C)Cc2ccc(C(F)(F)F)cc2)O3)cc1
26	CC(C)NC(=O)Nc1ccc2c(c1)C(=O)N([C@@H](C)CO)C[C@H](C)[C@H](CN(C)C(=O)Nc1ccccc1)OCCCC[C@H](C)O2
27	COc1cccc(CN2CCN(Cc3ccco3)CC2)c1
28	CCCCN(C(=O)c1cccc(N2C(=O)c3ccccc3C2=O)c1)c1c(N)n(CC(C)C)c(=O)[nH]c1=O
29	O=C(C1CCOCC1)N1[C@H](CO)[C@H]2c3ccccc3NC[C@H]21
30	COC(=O)COc1cccc2c(=O)n(CC(=O)N3CCC(C)CC3)ccc12
31	Cc1ccc(S(=O)(=O)NCc2ccccc2)cc1C(=O)NCCc1ccc(S(N)(=O)=O)cc1
32	CC1Nc2ncnc(N3CCc4ccccc4C3)c2N(Cc2ccc(Br)cc2)C1=O (configuration not stated)
Compound	25	26	27	28	29	30	31	32
ARNT-TACC3 inh	4	-6	1	-5	5	0	-15	-3
miR-122 sensor	-13[16.7 µM]	6[16.7 µM]	-14	x	-42[16.7 µM]	-3	x	-9&3
C2C12 statin	62	x	2	-1	16	6	0	7&13
ERp5 inh	-3	0	3	-3	1	1	-3	2
SIRT5 inh	8	6	-5	-2	1	-1	3	-4
Cneo AK release	5	1	-1	1	-5	2	2	1&-1
esBAF inh	2	x	0	-6	-3	-4	-4	3&6

33	COc1ccccc1C(=O)Nc1ccc2c(c1)C(=O)N(C)C[C@H](OC)[C@@H](C)CN(C)[C@@H](C)CO2
34	CC(=O)Nc1ccc(NC(=O)C(C)OC(=O)CNS(=O)(=O)/C=C/c2ccc(C)cc2)cc1 (configuration not stated)
35	CN(C)c1ccc(S(=O)(=O)N2CCCCC2)cc1NC(=O)CN1C(=O)NC2(CCCC2)C1=O
36	N#Cc1c(NCc2ccccc2)ccnc1Cl
37	CC(O)(c1ccccc1)C(c1ccccc1)C1CCCCN1 (configuration not stated)
38	CC(C)OC(=O)/C(C#N)=C/c1cn(Cc2ccccc2)c2ccccc12
39	COc1ccc(-n2c(SCC(=O)Nc3ccc(C(=O)O)cc3)nnc2-c2cccs2)cc1
40	O=C1c2ccccc2C(=O)N1CCSc1nncs1
Compound	33	34	35	36	37	38	39	40
ARNT-TACC3 inh	30	-1	3	-4	-1	0	1	-12
miR-122 sensor	x	x	x	x	6	x	-7	-5
C2C12 statin	3	-7	x	x	9	x	2	5
ERp5 inh	2	0	-2	-2	4	-6	x	x
SIRT5 inh	4	-2	-5	4	1	0	x	x
Cneo AK release	43	0	x	x	1	x	2	1
esBAF inh	-3	8	x	x	13	x	4	4

Reprinted at random: 5 compounds from above
38	CC(C)OC(=O)/C(C#N)=C/c1cn(Cc2ccccc2)c2ccccc12
33	COc1ccccc1C(=O)Nc1ccc2c(c1)C(=O)N(C)C[C@H](OC)[C@@H](C)CN(C)[C@@H](C)CO2
34	CC(=O)Nc1ccc(NC(=O)C(C)OC(=O)CNS(=O)(=O)/C=C/c2ccc(C)cc2)cc1 (configuration not stated)
35	CN(C)c1ccc(S(=O)(=O)N2CCCCC2)cc1NC(=O)CN1C(=O)NC2(CCCC2)C1=O
40	O=C1c2ccccc2C(=O)N1CCSc1nncs1
Compound	38	33	34	35	40
ARNT-TACC3 inh	0	30	-1	3	-12
miR-122 sensor	x	x	x	x	-5
C2C12 statin	x	3	-7	x	5
ERp5 inh	-6	2	0	-2	x
SIRT5 inh	0	4	-2	-5	x
Cneo AK release	x	43	0	x	1
esBAF inh	x	-3	8	x	4

The list goes on.
41	N#C[C@H]1[C@@H](c2ccccc2)[C@@H](CO)N1S(=O)(=O)c1ccc(-c2ccccc2)cc1
42	N/C(CS(=O)(=O)c1ccccn1)=N\OC(=O)c1ccccc1Cl
43	CCCC#Cc1cnc2c(c1)C(=O)N([C@H](C)CO)C[C@@H](C)[C@@H](CN(C)C(=O)C1CC1)O2
44	COc1ccccc1NC(=O)N1CCCCN2[C@H](CO)[C@H](c3ccc(-c4ccccc4)cc3)[C@@H]2C1
45	CCCCNC(=O)CCSc1nc2nc(C)cc(C)n2n1
46	Cc1ccc(NC(=O)/C(C#N)=C/c2cc(C)n(-c3ccc(N4CCOCC4)c([N+](=O)[O-])c3)c2C)c(C)c1
47	CN(C)C(=O)[C@@]1(Cc2ccccc2)N=C(c2ccc(OCCCO)cc2)O[C@H]1c1ccccc1
48	Cc1ccc(S(=O)(=O)Nc2ccc3c(c2)CC(=O)N([C@H](C)CO)C[C@H](C)[C@@H](CN(C)C(=O)Nc2ccc(C(F)(F)F)cc2)O3)cc1
Compound	41	42	43	44	45	46	47	48
ARNT-TACC3 inh	-4	3	-8	21	-3	5	-2	4
miR-122 sensor	x	-12	1[16.7 µM]	5[16.7 µM]	0	x	x	7[16.7 µM]
C2C12 statin	10	x	x	x	x	23	x	2
ERp5 inh	4	-1	6	1	0	-3	-4	-21
SIRT5 inh	3	-5	-4	2	1	-2	-4	8
Cneo AK release	0	-3	-4	-1	x	-1	51	-7
esBAF inh	1	x	21	x	x	-7	x	5

49	CCOC(=O)C1CCN(c2c(NCCCN(CC)Cc3ccccc3)c(=O)c2=O)CC1
50	C[C@@H]1CN([C@H](C)CO)C(=O)Cc2cc(NC(=O)CCN3CCOCC3)ccc2O[C@@H]1CN(C)S(=O)(=O)c1cn(C)cn1
51	COc1ccc(NC(=O)Nc2ccc3c(c2)C(=O)N([C@@H](C)CO)C[C@@H](C)[C@@H](CN(C)C(=O)CCCN(C)C)OCCCC[C@H](C)O3)cc1
52	CCN=c1sc(C(=O)OC)cc(=O)n1CC
53	NNC(=O)CSc1nnc(-c2ccccc2)n1-c1ccccc1
54	Cc1nc(SCC(=O)NC2CCS(=O)(=O)C2)c2c3c(sc2n1)CCCC3 (configuration not stated)
55	CCCn1c(N)c(C(=O)CN2CCN(S(=O)(=O)c3cccc(Cl)c3)CC2)c(=O)[nH]c1=O
56	O=c1[nH]nc(Br)c(=O)n1C(c1ccccc1)c1ccccc1
Compound	49	50	51	52	53	54	55	56
ARNT-TACC3 inh	2	-8	-8	-3	1	-1	-13	22
miR-122 sensor	x	1[16.7 µM]	3[16.7 µM]	-5	10	-2	x	x
C2C12 statin	-7	38	x	6	3	-15	0	1
ERp5 inh	x	-1	16	x	1	0	0	1
SIRT5 inh	x	-1	-6	x	-4	-1	-4	3
Cneo AK release	-1	-2	0	-1	-3	-2	-1	0
esBAF inh	-9	3	-2	-11	1	5	10	2

57	O=C(CN1CCN(c2ccccc2O)CC1)Nc1ccc(S(=O)(=O)N2CCCCCC2)cc1
58	CC1CCCCN1CC(=O)Nc1cc(S(=O)(=O)N2CCOCC2)ccc1N1CCCC1 (configuration not stated)
59	O=C(Cc1n[nH]c(=O)c2ccccc12)Nc1ccc(-c2nnc3n2CCCCC3)cc1
60	O=C(C[C@H]1CC[C@H]2[C@@H](COC[C@@H](O)CN2C(=O)c2ccc(F)cc2)O1)NCCCN1CCOCC1
61	O=C(NN=Cc1ccccc1Cl)c1ccccc1
62	CN(Cc1nc(-c2ccc(C(F)(F)F)cc2)no1)C1CCOCC1
63	CCOC(=O)c1c(C)oc2c1c(CN1CCN(CCO)CC1)c(O)c1ccccc12
64	CCCn1nnc(NC(=O)COc2ccc(CC)cc2)n1
65	Cc1ccc2nc(SCC(=O)Nc3ccc(Cl)cc3)nc(=O)n2c1
Compound	57	58	59	60	61	62	63	64	65
ARNT-TACC3 inh	26	-2	2	-3	x	-6	7	-5	-5
miR-122 sensor	-5	x	1	8[16.7 µM]	x	1	x	0	-1
C2C12 statin	1	x	0	-7	x	11	x	4	5
ERp5 inh	11	0	x	-1	0	0	3	x	0
SIRT5 inh	2	7	x	7	1	1	-6	x	-1
Cneo AK release	1	x	2	3	-1	-4	x	1	-3
esBAF inh	-2	x	8	4	x	-3	x	-7	17

Among those listed so far, these have a tert-butyl group.
6	C[C@H](NC(=O)c1nc[nH]c1C(=O)NCC(=O)OC(C)(C)C)C(=O)OCc1ccccc1
14	CC(C)C[C@H](NC(=O)c1nc[nH]c1C(=O)N1CCc2ccccc2C1)C(=O)OC(C)(C)C
Compound	6	14
ARNT-TACC3 inh	2	8
miR-122 sensor	0	3
C2C12 statin	3	-3
ERp5 inh	6	-2
SIRT5 inh	4	x
Cneo AK release	3	-1
esBAF inh	2	2

High-throughput results deposited in PubChem by Broad Institute.
